From PubChem
UBC13 inh – UBC13 polyubiquitin chain formation inhibitors, primary screen, biochemical, TR-FRET, uHTS | Ubiquitin-conjugating enzyme E2 N (Homo sapiens), P61088 | inhibition, % at 20 µM | hit rate 0.47% among 330,000 | AID 485273, 2010; in the data active = inhibition above about 45%, passing the limit was not always enough
SENP7 inh – SENP7 protease inhibitors, primary screen, biochemical, luminescence, uHTS; hit rate 1.5% among 330,000; inhibition, % at 5 µM; recombinant SENP7, Z-RLRGG-aminoluciferin luminescence, 40 min; AID 434973, 2010; Sentrin-specific protease 7 (Homo sapiens), Q9BQF6;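 active = inhibition above about 50% at the single test dose, limit read from the data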;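 note: plate controls were DMSO with enzyme for no effect and no enzyme buffer wells for full effect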
Gli-Sufu block – Gli-Sufu pathway antagonists, primary screen, luciferase luminescence, Sufu-KO-LIGHT cells, uHTS; hit rate 0.74% among 340,000; AID 588413, 2011; Sufu-KO-LIGHT fibroblasts, Gli luciferase reporter luminescence; inhibition, % at 5 µM;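 active = inhibition above about 55%, limit read from the data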;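 note: 0% = DMSO-treated cells and 100% = wells with medium but no cells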
Jurkat NFkB inh – inhibitors of induced NF-kB luciferase reporter, primary screen, TCR NF-kB activation inhibitor project, cell-based, luminescence, uHTS. AID 435003, 2010. hit rate 0.53% among 330,000. inhibition, % at 4 µM. Jurkat, PMA/ionomycin-induced NF-kB luciferase reporter
697 NFkB inh – inhibitors of PMA/ionomycin-induced NF-kB reporter, 697 cells, primary screen, B-cell NF-kB inhibitor project, cell-based, luminescence, uHTS; inhibition, % at 4 µM; hit rate 0.33% among 330,000; 697 B-cell NF-kB luciferase reporter, 16 h; in the data active = inhibition above about 35%
HKDC1 inhibitor – HKDC1 hexokinase inhibitors, primary screen, biochemical, fluorescence, uHTS. recombinant HKDC1, G6PDH/diaphorase resazurin coupled fluorescence. inhibition, % at 20 µM. hit rate 0.16% among 340,000. AID 493160, 2011;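 active = inhibition above about 35% when tested at 20 µM, limit read from the data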;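 note: plate controls were DMSO wells with enzyme for no effect and DMSO wells lacking enzyme for full effect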
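Assay system – recombinant HKDC1 (HK5) hexokinase enzyme, produced in-house · Input – HKDC1 at 5 µg/mL · Reagent – glucose plus 1 mM ATP as hexokinase substrates · Timing – 90 min reaction incubation at room temperature, dark · Measured by – G6PDH/diaphorase-coupled fluorescence, 1 mM NADP, 100 µM resazurin, 525/613 nm · Benchmarks – DMSO-enzyme wells negative, buffer-substituted wells positive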
Apaf-1 inh – inhibitors of human Apaf-1 apoptosome, primary screen, biochemical, DEVD-Rh110 fluorescence, uHTS | Apoptotic protease-activating factor 1 (Homo sapiens), O14727 | reconstituted apoptosome caspase-3 activity | inhibition, % at 20 µM | hit rate 0.71% among 330,000; active = inhibition of at least 40% at 20 µM;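 note: plate controls were DMSO wells for no effect and DEVD-CHO caspase inhibitor wells for full effect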
Target sequence (O14727 whole entry, looked up): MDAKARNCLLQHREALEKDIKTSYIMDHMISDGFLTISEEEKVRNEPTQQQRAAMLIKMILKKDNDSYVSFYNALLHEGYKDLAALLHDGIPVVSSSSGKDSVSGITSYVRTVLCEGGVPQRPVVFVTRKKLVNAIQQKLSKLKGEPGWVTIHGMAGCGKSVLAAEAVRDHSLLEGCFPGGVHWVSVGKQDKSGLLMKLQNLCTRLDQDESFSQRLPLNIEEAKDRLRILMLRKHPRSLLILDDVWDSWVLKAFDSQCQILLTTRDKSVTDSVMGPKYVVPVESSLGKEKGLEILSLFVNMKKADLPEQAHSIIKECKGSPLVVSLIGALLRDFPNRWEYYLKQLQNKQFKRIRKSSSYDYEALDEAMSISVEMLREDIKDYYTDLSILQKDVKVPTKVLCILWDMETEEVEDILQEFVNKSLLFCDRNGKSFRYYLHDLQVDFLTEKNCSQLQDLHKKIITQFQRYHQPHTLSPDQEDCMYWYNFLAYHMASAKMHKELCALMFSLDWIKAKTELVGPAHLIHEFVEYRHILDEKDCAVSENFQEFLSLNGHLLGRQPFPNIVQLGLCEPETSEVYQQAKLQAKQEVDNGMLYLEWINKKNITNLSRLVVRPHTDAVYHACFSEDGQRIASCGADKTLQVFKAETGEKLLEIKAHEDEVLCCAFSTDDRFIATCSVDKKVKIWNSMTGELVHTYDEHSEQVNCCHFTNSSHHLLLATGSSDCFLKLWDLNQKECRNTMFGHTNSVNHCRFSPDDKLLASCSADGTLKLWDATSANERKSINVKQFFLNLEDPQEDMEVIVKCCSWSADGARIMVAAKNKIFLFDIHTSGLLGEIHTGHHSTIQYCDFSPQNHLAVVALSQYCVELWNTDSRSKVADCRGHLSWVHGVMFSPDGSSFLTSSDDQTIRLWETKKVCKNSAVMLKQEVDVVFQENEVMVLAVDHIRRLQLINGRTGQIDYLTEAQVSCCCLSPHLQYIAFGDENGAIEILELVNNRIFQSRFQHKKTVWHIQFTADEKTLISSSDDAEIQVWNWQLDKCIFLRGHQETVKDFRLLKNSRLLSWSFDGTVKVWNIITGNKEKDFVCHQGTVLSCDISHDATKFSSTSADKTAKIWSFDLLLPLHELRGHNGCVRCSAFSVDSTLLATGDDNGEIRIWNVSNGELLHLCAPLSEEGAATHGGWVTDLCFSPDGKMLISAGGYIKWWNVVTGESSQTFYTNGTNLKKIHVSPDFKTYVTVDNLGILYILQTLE
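Material: reconstituted apoptosome with Apaf-1, cytochrome c, caspase-9, procaspase-3, dATP; medium: pH 7.5 Hepes buffer with CHAPS, BSA, DTT; also added: cytochrome c and DEVD-Rh110 substrate; timing: 30 min plus 50 min, RT; signal: Rh110 fluorescence intensity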
SENP8 block – SENP8 protease inhibitors, primary screen, biochemical, luminescence; inhibition, % at 10 µM; purified SENP8, Z-RLRGG-aminoluciferin cleavage; Sentrin-specific protease 8 (Homo sapiens), Q96LD8; AID 2540, 2010; hit rate 1.2% among 330,000
An asterisk follows results filed as active; . = not tested or not shown. Cut-off read from the data, not from the text of the source, unless noted: active = inhibition above about 50%; inactive = the rest.

(1) COc1ccc(CCNC(=O)CSc2n[nH]c(C)c2[N+](=O)[O-])cc1OC
(2) COc1ccc(/C=C(\C#N)C(=O)OCC(=O)N(C)C2CCS(=O)(=O)C2)cc1 (stereo not given)
(3) CC(=O)Oc1ccc(N2C(=O)CCC2=O)cc1
(4) O=C(NN=C1CCC(c2ccccc2)CC1)c1ccccc1-n1cccc1 (stereo not given)
(5) CC(=O)c1ccc(OC2OCCOC2Oc2ccc(C(C)=O)cc2)cc1 (stereo not given)
(6) COc1ccc(C(=O)NC(C)CCCC(C)(C)O)cc1OC1CCN(C(C)=O)CC1 (stereo not given)
(7) Cc1ccc(N2C(=O)C3CCCN3C2=S)cc1 (stereo not given)
(8) CN(C)c1ccc(-c2sc(Nc3ccccc3)n[n+]2-c2ccc(F)cc2)cc1
compound no.	1	2	3	4	5	6	7	8
UBC13 inh	7	-12	6	-3	3	-2	2	-15
SENP7 inh	-4	-5	-7	-4	8	8	-3	-12
Gli-Sufu block	0	-15	4	2	12	.	0	12
Jurkat NFkB inh	6	-5	-3	-15	22	-10	-3	-12
697 NFkB inh	7	0	27	-6	4	10	5	-34
HKDC1 inhibitor	-2	-4	-7	-10	-4	1	-3	-3
Apaf-1 inh	-10	10	-7	9	7	2	-5	14
SENP8 block	5	-3	3	-5	-1	-8	-2	-22

Exported with two lines to a compound: entries from further up.
Screens in order – UBC13 inh, SENP7 inh, Gli-Sufu block, Jurkat NFkB inh, 697 NFkB inh, HKDC1 inhibitor, Apaf-1 inh, SENP8 block
[1] COc1ccc(CCNC(=O)CSc2n[nH]c(C)c2[N+](=O)[O-])cc1OC
  7, -4, 0, 6, 7, -2, -10, 5
[2] COc1ccc(/C=C(\C#N)C(=O)OCC(=O)N(C)C2CCS(=O)(=O)C2)cc1 (stereo not given)
  -12, -5, -15, -5, 0, -4, 10, -3
[3] CC(=O)Oc1ccc(N2C(=O)CCC2=O)cc1
  6, -7, 4, -3, 27, -7, -7, 3
[4] O=C(NN=C1CCC(c2ccccc2)CC1)c1ccccc1-n1cccc1 (stereo not given)
  -3, -4, 2, -15, -6, -10, 9, -5
[5] CC(=O)c1ccc(OC2OCCOC2Oc2ccc(C(C)=O)cc2)cc1 (stereo not given)
  3, 8, 12, 22, 4, -4, 7, -1
[6] COc1ccc(C(=O)NC(C)CCCC(C)(C)O)cc1OC1CCN(C(C)=O)CC1 (stereo not given)
  -2, 8, ., -10, 10, 1, 2, -8

Further compounds follow.
(9) CCN(C(=O)CSc1nc2ccccc2n1C)C1CCS(=O)(=O)C1 (stereo not given)
(10) Nc1ccc2nc(C(F)(F)F)[nH]c2c1
(11) Cc1ccc(CSCc2ccc(C(=O)NC3CC3)o2)cc1
(12) CCCCn1c(SCC(=O)Nc2ccc(C)c(S(=O)(=O)N3CCOCC3)c2)nnc1C(CC)N(C)C (stereo not given)
(13) CN(CC(=O)Nc1ccccc1Cl)C(=O)c1ccc(Cl)c(S(=O)(=O)N2CCCCCC2)c1
(14) Clc1ccccc1-c1nn2c(Cn3cnc4ccccc43)nnc2s1
(15) CCOC(=O)C1=C(C)N(CC)C(=S)NC1c1ccccc1OC(F)F (stereo not given)
(16) O=C(c1cccs1)N1CCN(c2ccccc2)CC1
compound no.	9	10	11	12	13	14	15	16
UBC13 inh	2	3	10	-2	-4	1	6	-5
SENP7 inh	-5	5	3	4	3	9	-1	-9
Gli-Sufu block	28	-1	11	13	3	-14	-3	0
Jurkat NFkB inh	15	-6	13	8	-12	4	-2	-16
697 NFkB inh	14	-3	-3	22	-17	-31	11	-9
HKDC1 inhibitor	-6	0	-2	-4	-1	2	2	-4
Apaf-1 inh	-11	-8	8	5	9	13	7	-9
SENP8 block	1	8	-10	4	-6	3	3	-9

(17) Cc1ccc(CN2C(=O)CNC2=S)cc1
(18) O=C(CS(=O)(=O)c1c[nH]c2ccccc12)N1CCCCC1
(19) COc1ccc(CNC(=O)C2CCN(C(=O)c3cccc(Cl)c3)CC2)cc1
(20) COC(=O)[C@H](Cc1ccccc1)NC(=O)O[C@@H]1C(=O)c2cc(OC)ccc2O[C@H]1c1ccc(OC)c(Br)c1
(21) CCC(C)NC(=O)c1cc2c(=O)n(CC)c3ccccc3c2s1 (stereo not given)
(22) Cc1ccccc1OCCC(=O)OCC(=O)NCCNC(=O)COC(=O)CCOc1ccccc1C
(23) O=C(Nc1cccc2ncccc12)c1ccc(-c2ccc(Cl)cc2Cl)o1
(24) CC1CCCCC1NC(=O)C1CCCN(S(=O)(=O)c2ccc(-n3cnnn3)cc2)C1 (stereo not given)
compound no.	17	18	19	20	21	22	23	24
UBC13 inh	-4	-9	-2	32	20	5	8	-1
SENP7 inh	10	1	0	7	2	-4	-2	0
Gli-Sufu block	3	-10	10	.	15	1	-1	-20
Jurkat NFkB inh	8	-8	10	8	-22	-11	-12	4
697 NFkB inh	10	-16	25	5	12	3	-14	15
HKDC1 inhibitor	-6	-1	-6	.	5	1	12	-7
Apaf-1 inh	-8	4	6	5	5	18	25	0
SENP8 block	-1	4	-2	-11	-6	-3	-8	4

(25) O=C(Cc1cc(=O)[nH][nH]1)N/N=C/c1ccccc1[N+](=O)[O-]
(26) O=C(COC(=O)C1CC(=O)N(C2CCCCC2)C1)c1ccc(F)cc1 (stereo not given)
(27) CC1(c2ccccc2)NC(=O)N(CC(=O)Nc2ccc(C(N)=O)cc2)C1=O (stereo not given)
(28) COc1ccc(C(C)(C)C)cc1NC(=O)CSc1ncn[nH]1
(29) C[C@H](NC(=O)CCC1CCC(=O)N1)c1ccccc1 (stereo not given in full)
(30) Cc1ccc(NS(=O)(=O)c2ccc(C(=O)NCCCN3CCCC3=O)cc2)cc1
(31) O=C(Nc1ccccc1N1CCOCC1)C1CCCO1 (stereo not given)
(32) CC(C)c1ccc(-c2noc(C3CCCN(S(C)(=O)=O)C3)n2)cc1 (stereo not given)
compound no.	25	26	27	28	29	30	31	32
UBC13 inh	-8	-4	0	5	1	2	4	-3
SENP7 inh	9	12	-8	-6	3	-12	0	11
Gli-Sufu block	-5	2	-15	0	-15	-3	-2	-35
Jurkat NFkB inh	13	12	-10	-10	14	10	5	-31
697 NFkB inh	6	3	13	-33	1	-12	-7	-49
HKDC1 inhibitor	-7	1	-4	-2	3	-3	-4	0
Apaf-1 inh	41*	-1	-2	-9	-9	7	-6	0
SENP8 block	4	-5	-7	10	-8	-11	7	4

(33) COc1ccc(CN2CCN(Cc3ccon3)CC2CCO)c(C)c1C (stereo not given)
(34) Cn1c(-c2cccs2)nc2ccccc21
(35) Cc1cc(NC(=O)COC(=O)[C@H](C)NC(=O)c2ccccc2)no1
(36) CC(=O)Nc1ccc(NS(=O)(=O)c2ccccc2)c2ccccc12
(37) CC(C)c1ccc(NC(=O)CCNC(=O)N2CC(=O)Nc3ccccc32)cc1
(38) CC(=O)c1ccc(S(=O)(=O)Nc2ccc(C(=O)NCCCn3ccnc3)cc2)cc1
(39) COc1cc(OC)c(N(C)S(=O)(=O)c2cccc(C(=O)Nc3nccs3)c2)cc1Cl
(40) Nc1nnc(C2CCCC2)s1
compound no.	33	34	35	36	37	38	39	40
UBC13 inh	6	-5	0	-2	0	-21	1	2
SENP7 inh	1	29	-7	5	5	-6	-2	10
Gli-Sufu block	8	-28	2	2	-29	-4	-1	-19
Jurkat NFkB inh	-1	-46	-17	-18	-12	4	-4	9
697 NFkB inh	22	-50	2	0	-10	16	16	6
HKDC1 inhibitor	-5	-8	-14	2	4	-5	-1	-7
Apaf-1 inh	-20	-10	3	4	10	6	7	-14
SENP8 block	5	5	5	-2	-3	-2	1	-9

(41) COc1cc(Nc2ccc(S(=O)(=O)N3CCN(C)CC3)cc2[N+](=O)[O-])cc(OC)c1
(42) O=C1/C(=C/c2ccncc2)SC(=S)N1Nc1ccccc1
(43) Cc1cccc(C2=NN(c3ccc(Br)cc3)[C@@H](C(=O)N3CCOC3=O)[C@@H]2c2ccc(Cl)cc2)c1
(44) CCOC(=O)CN(Cc1ccccc1)S(=O)(=O)c1ccc(NC(C)=O)cc1
(45) CC(C)(C)n1ncc(Oc2ccccc2[N+](=O)[O-])c(Cl)c1=O
(46) CC(=O)NNc1ncnc2ccccc12
(47) O=C(NCc1ccc(OC(F)(F)F)cc1)c1cc(-c2ccccc2)nn1CC1CC(c2cccnc2)=NO1 (stereo not given)
(48) O=C(COC(=O)c1ccc(F)cc1F)NC1CC1
compound no.	41	42	43	44	45	46	47	48
UBC13 inh	-16	-4	.	-10	18	-5	11	-4
SENP7 inh	3	7	3	-4	-9	-8	-3	-5
Gli-Sufu block	-2	8	-8	2	12	-2	0	-4
Jurkat NFkB inh	4	16	.	7	14	11	-1	-16
697 NFkB inh	-12	12	7	12	-17	-9	1	-8
HKDC1 inhibitor	-3	-13	1	-5	-5	9	-1	-11
Apaf-1 inh	13	4	10	5	8	2	15	3
SENP8 block	11	3	.	-19	-4	-8	-7	-7

(49) COC(=O)c1ccc(CSc2nnc(NC(C)C)s2)o1
(50) COc1ccccc1NS(=O)(=O)c1c(C(=O)N2CCCC2)c(C)n(C)c1C
(51) O=C(CCCOc1ccccc1)Nc1ccc(Cl)cn1
(52) Cc1csc(Sc2ccc([N+](=O)[O-])cc2C(=O)OCC(=O)NC(=O)NC(C)(C)C)n1
compound no.	49	50	51	52
UBC13 inh	5	-2	1	-4
SENP7 inh	1	13	3	5
Gli-Sufu block	-4	-12	-34	5
Jurkat NFkB inh	-10	3	-11	3
697 NFkB inh	2	0	5	19
HKDC1 inhibitor	-12	2	-9	6
Apaf-1 inh	15	-10	6	2
SENP8 block	-10	-2	5	-4
